# Screening data from PubChem.
# SRC3 inh = inhibits human SRC3 coactivator; HEK293 GAL4-SRC3 luciferase reporter, luminescence; inhibition, % at 3.6 µM; 0.17% of 360,000 active; AID 588352;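 active means inhibition above a per-campaign cutoff, the mean of all compounds plus 3 SD, cut at about 60% in these data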;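 further: 0% = DMSO-treated cells and 100% = gossypol-treated cells at 36 µM; higher means less SRC3-driven luciferase light from the GAL4 reporter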
# Target sequence (Q9Y6Q9 whole entry, looked up, the tested form may be a part): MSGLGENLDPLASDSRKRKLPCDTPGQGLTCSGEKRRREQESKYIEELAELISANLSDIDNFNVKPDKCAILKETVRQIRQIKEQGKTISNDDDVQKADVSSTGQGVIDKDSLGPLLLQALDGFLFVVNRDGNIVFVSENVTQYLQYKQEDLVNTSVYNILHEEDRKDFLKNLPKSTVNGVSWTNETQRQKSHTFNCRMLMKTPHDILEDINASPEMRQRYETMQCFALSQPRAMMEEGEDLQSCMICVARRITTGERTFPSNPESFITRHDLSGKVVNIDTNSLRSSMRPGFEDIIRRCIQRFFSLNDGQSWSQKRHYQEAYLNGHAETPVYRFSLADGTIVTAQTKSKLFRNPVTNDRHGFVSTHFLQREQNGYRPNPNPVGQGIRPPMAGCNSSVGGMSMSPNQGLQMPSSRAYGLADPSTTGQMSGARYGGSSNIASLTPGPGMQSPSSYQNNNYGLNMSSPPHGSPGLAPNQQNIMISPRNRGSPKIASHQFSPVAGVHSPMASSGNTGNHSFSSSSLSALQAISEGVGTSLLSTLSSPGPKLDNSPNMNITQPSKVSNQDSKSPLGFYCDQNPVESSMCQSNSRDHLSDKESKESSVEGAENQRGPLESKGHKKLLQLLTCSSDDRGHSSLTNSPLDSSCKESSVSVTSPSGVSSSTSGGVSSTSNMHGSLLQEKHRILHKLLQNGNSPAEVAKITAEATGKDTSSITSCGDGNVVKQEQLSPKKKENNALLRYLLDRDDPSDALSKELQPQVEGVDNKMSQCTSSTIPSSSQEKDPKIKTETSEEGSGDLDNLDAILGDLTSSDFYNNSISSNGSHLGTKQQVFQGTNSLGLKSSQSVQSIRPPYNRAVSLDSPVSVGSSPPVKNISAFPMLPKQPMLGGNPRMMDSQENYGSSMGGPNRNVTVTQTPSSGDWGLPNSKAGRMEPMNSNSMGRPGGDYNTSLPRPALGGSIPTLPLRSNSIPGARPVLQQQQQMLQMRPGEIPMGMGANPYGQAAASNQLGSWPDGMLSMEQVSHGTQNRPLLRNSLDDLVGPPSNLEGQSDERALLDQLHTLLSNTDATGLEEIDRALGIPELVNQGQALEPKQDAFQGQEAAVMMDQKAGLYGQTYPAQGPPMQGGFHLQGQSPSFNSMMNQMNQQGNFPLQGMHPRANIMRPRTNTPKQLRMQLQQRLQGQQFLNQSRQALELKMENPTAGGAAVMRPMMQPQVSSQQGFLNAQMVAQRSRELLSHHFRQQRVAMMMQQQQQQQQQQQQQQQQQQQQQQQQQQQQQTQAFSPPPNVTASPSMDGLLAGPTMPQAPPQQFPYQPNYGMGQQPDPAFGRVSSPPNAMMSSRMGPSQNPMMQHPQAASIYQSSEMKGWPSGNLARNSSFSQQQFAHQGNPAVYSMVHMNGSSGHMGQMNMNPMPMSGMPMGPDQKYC
# SRC1 inh = inhibitors of human steroid receptor coactivator 1 (SRC1); HEK293 GAL4-SRC1 luciferase reporter, luminescence; inhibition, % at 3.6 µM; 0.12% of 360,000 active; AID 588354;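 active means inhibition above the campaign mean plus 3 SD, with each screening campaign given its own cutoff, cut at about 60% in these data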;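 further: 0% = DMSO treated cells and 100% = gossypol at 36 µM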
# NR5A2 inv ag = suppresses constitutive activity of human LRH-1; O00482; HEK293T StAR-luciferase reporter, LRH-1 transfected, 24 h; inhibition, % at 3.6 µM; 0.13% of 360,000 active; AID 602396;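 active means inhibition above the mean inhibition of all tested compounds plus 3 SD, cut at about 73% in these data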;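 further: 0% = DMSO wells and 100% = reporter-only cells lacking LRH-1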
# SRC2 inh = inhibits human steroid receptor coactivator 2; HEK293 GAL4-SRC2 luciferase reporter, luminescence; inhibition, % at 9 µM; 0.17% of 370,000 active; Q15596;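 active means inhibition above the mean inhibition of all tested compounds plus 3 SD, set per campaign, cut at about 52% in these data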;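 further: 0% = DMSO treated cells and 100% = cells given Gossypol at 36 µM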
# Exocytosis inh = lytic granule exocytosis inhibition; 0.66% of 360,000 active; AID 651702; TALL-104 LAMP-1 surface exposure, flow cytometry; cells stimulated with thapsigargin and PMA; inhibition, % at 10 µM;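 active means inhibition above about 55%, limit read from the data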
# ABHD5-PLIN5 inh = ABHD5-PLIN5 protein interaction inhibition; 0.78% of 360,000 active; AID 602281; inhibition, % at 4 µM; Q00G26+Q8WTS1; Split G. princeps luciferase complementation, luminescence, 4 h;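 active means inhibition above the mean inhibition across every tested compound plus 3 SD, cut at about 22% in these data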;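 further: 0% = DMSO only wells and the 100% control is not disclosed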
# NOD2 RIPK2 PPI = inhibitors of human NOD2-RIPK2 interaction. inhibition, % at 4.98 µM. O43353. AID 624267. CHO BLA complementation NOD2-RIPK2, CCF4 ratio. 0.38% of 360,000 active; in the data active means inhibition above about 21%;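 further: 0% = vehicle only and 100% = reference blocker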
# TLR9-MyD88 block = TLR9-MyD88 interaction inhibition; Q9NR96+Q99836; CHO BLA complementation TLR9-MyD88, CCF4 FRET ratio; inhibition, % at 4.98 µM; 0.21% of 340,000 active; AID 504734;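 active means inhibition above the mean over all tested compounds plus 3 SD, cut at about 21% in these data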;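 further: 0% = DMSO only wells and 100% = clavulanate BLA inhibitor control wells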
# TROY NFkB inh = inhibitors of TROY-dependent NF-kB signaling. Q293 LMP1-TROYcd NF-kB luciferase reporter, 4 h. inhibition, % at 10 µM. 0.98% of 360,000 active;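 active means compounds whose plate-normalised and pattern-corrected inhibition of the luciferase reporter signal at the single screening dose is 50% or more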
# NR2F2 inh = blocks human COUP-TFII nuclear receptor | P24468 | HEK293T NGFI-A luciferase reporter, luminescence | inhibition, % at 8.6 µM | 0.7% of 370,000 active | AID 686940;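 active means inhibition above a per-plate cutoff, mean inhibition of test wells between control levels plus 3 SD, cut at about 38% in these data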;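 further: cells cotransfected with COUP-TFII expression vector driving the NGFI-A reporter; 0% = median of COUP-TF2 test wells and 100% = reporter-only cells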
# TWEAK-Fn14 inh = TWEAK-Fn14 signaling inhibition | TWEAK-stimulated Fn14 reporter cells, luciferase luminescence, 8 h | inhibition, % at 10 µM | 2% of 360,000 active; in the data active means inhibition above about 50%
# Active calls of the source: *; . = no result given. Not all compounds are listed; rates above refer to the full screens.
canonical_smiles	SRC2 inh	NR2F2 inh	SRC3 inh	TROY NFkB inh	SRC1 inh	NOD2 RIPK2 PPI	ABHD5-PLIN5 inh	NR5A2 inv ag	TWEAK-Fn14 inh	Exocytosis inh	TLR9-MyD88 block
CCc1ccc(C(O)c2ncc(-c3ccc4ccccc4c3)[nH]2)cc1 (stereo not given)	-43	-18	-27	-52	-32	5	-7	-21	-24	1	.
COCCCNC(=O)C1c2ccccc2Oc2ccccc21	-6	8	0	9	-6	5	3	-3	-14	-9	3
C=CCSC1=N/C(=C\c2cc(OC)c3c(c2)OCO3)C(=O)S1	-18	-9	5	-14	-9	-1	0	-8	8	5	-1
COc1ccc(N(CC(=O)Nc2ccccc2C(=O)NCc2ccco2)S(C)(=O)=O)cc1	15	-12	-3	17	-21	-5	-1	7	23	-3	-16
Clc1cc(Cl)cc(Nc2ccccc2CN(C/C=C/c2ccc3c(c2)OCO3)Cc2ccccc2)c1	-13	-3	-7	-10	3	3	3	-24	-2	-2	2
CC[C@@H]1C=C(C(=O)O)[C@H](c2ccc(F)cc2)N1S(=O)(=O)c1ccc(C)cc1	13	-11	9	-4	10	-8	-5	15	7	-2	-1
Cc1cccc(NC(NC(=O)c2cccnc2)C(Cl)(Cl)Cl)c1 (stereo not given)	-21	-2	9	-3	8	-7	4	19	5	0	-2
CCCCn1nnnc1SCC(=O)Nc1ccc2c(c1)OCO2	-23	-14	12	-14	-21	11	2	3	-22	1	-7
CC1CCCCC1NC(=O)CCS(=O)(=O)c1cc2c(cc1Cl)NC(=O)CO2 (stereo not given)	5	-2	-4	-8	-18	-12	2	7	25	-1	3
C[C@]12CC(O)C3C(CCC4=CC(=O)CC[C@@]43C)C1CCC2c1csc(-c2ccccc2)n1 (stereo not given in full)	-8	12	-5	30	14	7	-3	13	10	-21	0
CC1CC(C)(C)CC(=O)C1C(=O)c1ccccc1 (stereo not given)	-23	-14	19	-4	-8	-7	-4	-7	2	-8	-6
Cc1nc(NC(=O)c2cc3ccccc3o2)ccc1Br	-18	-10	-31	-48	-72	-2	-2	-30	-12	-1	6
O=C(COc1ccc(F)cc1Br)NCC1COc2ccccc2O1 (stereo not given)	13	17	16	-4	0	3	-7	-4	-7	3	4
CC(OC(=O)Cc1n[nH]c(=O)c2ccccc12)C(=O)Nc1ccc(F)cc1Cl (stereo not given)	3	8	-7	12	9	-5	-2	-23	-2	-8	-10
Nc1nc(SCC(=O)c2ccc(Cl)cc2)c2ncn(C3OC(CO)C(O)C3O)c2n1 (stereo not given)	-11	11	-23	1	8	0	-5	-16	32	-10	-1
COc1ccc(C2CC(c3ccc(Cl)cc3)=NN2C(=O)c2cccc([N+](=O)[O-])c2)cc1 (stereo not given)	1	-6	-1	-9	-21	-2	0	-6	2	-4	6
COC(=O)c1ccc(OCC(O)CN2C(=O)c3ccccc3S2(=O)=O)cc1 (stereo not given)	8	7	-16	2	-1	7	-9	-11	-26	-1	1
Cc1cn(CC(=O)NCc2ccc3c(c2)OCO3)c(=O)[nH]c1=O	-35	-12	-8	-6	16	-9	-4	6	-28	-8	12
O=[N+]([O-])c1ccc(Nc2nc(NC3CCCCC3)nc(N3CCCC3)n2)cc1	4	-10	-6	-4	7	2	5	2	-13	78*	2
COc1ccc(C2=NN(c3nc(C(=O)O)cs3)C(O)(C(F)(F)F)C2)c(OC)c1 (stereo not given)	-3	9	-11	-18	0	1	-6	-6	-15	-4	-16
CC1(C)CC(/C=C/c2ccccc2)=Nc2ccccc2N1	-37	-25	-71	-14	-92	-6	2	-66	10	9	5
CCc1cccc(OCCN2CCCC2)c1	1	14	4	-6	7	-23	-1	-11	0	3	-2
O=C1CC2(CC(c3ccc(Cl)cc3)=NO2)C(=O)N1c1ccccc1 (stereo not given)	-1	13	24	-12	-1	-11	-4	14	8	6	-1
CC(NC(=O)CCNS(=O)(=O)c1ccc2c(c1)oc(=O)n2C)c1ccccc1 (stereo not given)	-5	11	6	-14	0	9	-3	6	17	-10	2
COc1ccc(S(=O)(=O)N2CCCCC2)cc1NC(=O)CCNC(=O)c1ccccc1Cl	9	3	4	16	10	-14	-3	-7	6	11	-8
CC(NC(=O)COC(=O)c1cc(Cl)nc(Cl)c1)c1ccccc1 (stereo not given)	6	-9	15	-4	-6	5	2	6	0	-4	-4
Cc1csc(NC(=O)C2CCCCC2C(=O)O)n1 (stereo not given)	-26	4	13	-2	-11	-7	0	-6	-10	6	10
Fc1ccc(/C=C/c2nnc(-c3cccs3)o2)cc1	-70	-41	-66	-37	-71	-13	-2	-161	1	-2	11
Cc1cc(C)c2c(n1)nn1c(NCCN3CCOCC3)cc(C)nc21	-6	-9	1	-5	-4	-11	-1	-3	11	-2	-1
CCOC(=O)c1c(C)[nH]c(C(=O)N2CCN(C(=O)OCC)CC2)c1C	6	4	-13	2	-11	-1	2	-13	11	-4	-5
O=C(O)c1ccc(-c2sc(Nc3ccccc3)n[n+]2-c2ccccc2)cc1	11	-19	-9	-14	6	-2	6	-3	4	0	-2
COc1ccc(-c2cc(C(=O)N3CCCCCC3)no2)cc1OC	-71	-12	-79	-55	-62	-2	-3	-46	-18	2	11
Cc1ccc([C@@H]2CC=C(C(=O)O)[C@H](c3ccc(C(C)(C)C)cc3)N2S(=O)(=O)c2ccc(C)cc2)cc1	12	-7	17	65*	17	8	-17	19	52*	-2	7
CC1CCN(C(=O)N2c3ccccc3Sc3ccccc32)CC1	-29	1	9	13	-2	0	-7	-1	-29	-1	4
COc1ccc(OCC(=O)NNC(=O)c2ccccc2OCc2c(C)noc2C)cc1	-27	19	17	-19	-1	-4	3	22	-27	-1	-2
Cc1nc2ccc(C(=O)O)cc2c2c1CC(CN)O2 (stereo not given)	-14	-1	1	-2	5	4	-4	3	17	1	-5
Cc1ccc(C(=O)O/N=C/c2c(C(F)(F)F)nn(C)c2Sc2ccc(Cl)cc2)cc1	12	2	14	.	3	4	-7	-30	22	-2	-1
O=C(c1cn(CC(=O)N2CCCC2)c2ccccc12)C1CCCCC1	2	-16	12	-14	0	-5	2	8	0	0	4
CC(C)n1cnc2c(oc3ccccc32)c1=O	-24	-9	-47	-47	-36	3	5	-11	-8	-9	-5
COc1cccc(N2C(=O)CC(N3CCc4ccccc4C3)C2=O)c1 (stereo not given)	-36	3	20	3	-15	-8	5	3	-4	8	9

# A different layout for 11 compounds above:
# The line under a structure holds: SRC2 inh, NR2F2 inh, SRC3 inh, TROY NFkB inh, SRC1 inh, NOD2 RIPK2 PPI, ABHD5-PLIN5 inh, NR5A2 inv ag, TWEAK-Fn14 inh, Exocytosis inh, TLR9-MyD88 block
CC1(C)CC(/C=C/c2ccccc2)=Nc2ccccc2N1
→ -37, -25, -71, -14, -92, -6, 2, -66, 10, 9, 5
CCc1cccc(OCCN2CCCC2)c1
→ 1, 14, 4, -6, 7, -23, -1, -11, 0, 3, -2
O=C1CC2(CC(c3ccc(Cl)cc3)=NO2)C(=O)N1c1ccccc1 (stereo not given)
→ -1, 13, 24, -12, -1, -11, -4, 14, 8, 6, -1
CC(NC(=O)CCNS(=O)(=O)c1ccc2c(c1)oc(=O)n2C)c1ccccc1 (stereo not given)
→ -5, 11, 6, -14, 0, 9, -3, 6, 17, -10, 2
COc1ccc(S(=O)(=O)N2CCCCC2)cc1NC(=O)CCNC(=O)c1ccccc1Cl
→ 9, 3, 4, 16, 10, -14, -3, -7, 6, 11, -8
CC(NC(=O)COC(=O)c1cc(Cl)nc(Cl)c1)c1ccccc1 (stereo not given)
→ 6, -9, 15, -4, -6, 5, 2, 6, 0, -4, -4
Cc1csc(NC(=O)C2CCCCC2C(=O)O)n1 (stereo not given)
→ -26, 4, 13, -2, -11, -7, 0, -6, -10, 6, 10
Fc1ccc(/C=C/c2nnc(-c3cccs3)o2)cc1
→ -70, -41, -66, -37, -71, -13, -2, -161, 1, -2, 11
Cc1cc(C)c2c(n1)nn1c(NCCN3CCOCC3)cc(C)nc21
→ -6, -9, 1, -5, -4, -11, -1, -3, 11, -2, -1
CCOC(=O)c1c(C)[nH]c(C(=O)N2CCN(C(=O)OCC)CC2)c1C
→ 6, 4, -13, 2, -11, -1, 2, -13, 11, -4, -5
O=C(O)c1ccc(-c2sc(Nc3ccccc3)n[n+]2-c2ccccc2)cc1
→ 11, -19, -9, -14, 6, -2, 6, -3, 4, 0, -2

# Compound profiles (already shown). Screens in order: SRC2 inh | NR2F2 inh | SRC3 inh | TROY NFkB inh | SRC1 inh | NOD2 RIPK2 PPI | ABHD5-PLIN5 inh | NR5A2 inv ag | TWEAK-Fn14 inh | Exocytosis inh | TLR9-MyD88 block
# O=C(O)c1ccc(-c2sc(Nc3ccccc3)n[n+]2-c2ccccc2)cc1 across the screens: 11 | -19 | -9 | -14 | 6 | -2 | 6 | -3 | 4 | 0 | -2
# COc1ccc(OCC(=O)NNC(=O)c2ccccc2OCc2c(C)noc2C)cc1 across the screens: -27 | 19 | 17 | -19 | -1 | -4 | 3 | 22 | -27 | -1 | -2

# New compounds follow
canonical_smiles	SRC2 inh	NR2F2 inh	SRC3 inh	TROY NFkB inh	SRC1 inh	NOD2 RIPK2 PPI	ABHD5-PLIN5 inh	NR5A2 inv ag	TWEAK-Fn14 inh	Exocytosis inh	TLR9-MyD88 block
CC(C)=CCN1CCN(Cc2nc(-c3ccc(F)cc3)cs2)CC1CCO (stereo not given)	-12	20	1	-2	-3	-5	6	-3	13	-1	5
CN(Cc1ccccc1F)Cc1cc(=O)oc2cc(O)c(Cl)cc12	-31	-3	7	0	-2	-4	-7	11	-8	-1	1
N#Cc1nc(COc2cccc(Cl)c2)oc1NCCN1CCOCC1	-21	10	-2	-1	12	-2	7	-4	0	-3	-7
N#Cc1cc2c(nc1SCC(=O)Nc1nccs1)CCCCC2	-90	-47	-59	38	-68	6	1	-95	24	1	-8
Cn1cnnc1SCC(=O)Nc1ccc(N2CCCCC2)cc1	-17	-18	-18	-16	-18	-6	-1	-21	-11	0	-11
Cc1ccc(S(=O)(=O)Oc2ccc3c(c2)O/C(=C\c2cccnc2)C3=O)cc1	.	.	-1	26	13	5	9	4	-2	-1	5
CCCn1nc(C(=O)Nc2ccc3nc(C)sc3c2)c2ccccc2c1=O	7	-12	-4	-8	-15	-2	-2	1	-10	-2	-3
CCCN1CCC(=O)N([C@H](CSc2ccc(OC)cc2)Cc2ccccc2)CC1	-26	9	-10	-10	-12	-16	5	0	3	3	-83
O=C(NC1CCCC1)C(c1ccncc1)N(C(=O)c1ccco1)c1ccc(Cl)cc1 (stereo not given)	-7	-3	1	0	-31	-6	-1	15	12	0	-8
COc1ccc(-c2csc(NC(=O)CSCC(=O)Nc3cc(C)on3)n2)cc1OC	3	-7	0	-31	0	-16	6	2	-12	-5	7
CCOC(=O)c1nc(C)nc(Sc2n[nH]c(-c3ccccc3)n2)c1C	-1	4	15	-57	-1	-2	0	-3	7	1	-3
Cc1ccc(C(=O)NNC(=O)c2cc(C)nc3ccccc23)cc1	-29	-13	11	-29	-8	-3	3	-31	1	-2	-31
COc1ccc(C(=O)COC(=O)c2cc(=O)[nH]c3ccccc23)c(OC)c1	-48	-52	-70	-81	-108	-11	4	-51	-65	-4	-17
CCOc1ccc(Nc2ccc(S(=O)(=O)N3CCOCC3)cc2[N+](=O)[O-])cc1	-14	-13	-8	1	9	-8	1	-14	-8	-3	-7
Cc1nc(-c2ccccc2)cc(-c2ccccc2)n1	19	-3	12	-12	3	-6	-1	19	14	0	-5
